Assay outcomes as filed in PubChem.
All columns: NCI-60 one-dose screen, growth in % after 48 h at 10 µM unless noted; 100 = growth as untreated, 0 = no growth, -100 = all killed.
OVCAR-8: OVCAR-8 ovarian cancer; 81,000 tested, 4.4% active
OVCAR-4: OVCAR-4 ovarian cancer cells; 80,000 tested, 3.7% active
DU-145: DU-145 prostate cancer. 81,000 tested, 4.2% active
OVCAR-5: OVCAR-5 ovarian cancer. 82,000 tested, 2.9% active. AID 1794783
SK-OV-3: SK-OV-3 ovarian cancer cells; 80,000 tested, 3.2% active
SF-295: SF-295 CNS cancer cells; 79,000 tested, 5.6% active
U251: U251 CNS tumor cells. 80,000 tested, 5.4% active. AID 1794753
OVCAR-3: OVCAR-3 ovarian cancer | 79,000 tested, 7% active | AID 1794787
PC-3: PC-3 prostate cancer cells; 80,000 tested, 3.9% active; AID 1794754
* = called active by the depositor; . = not tested or not shown; & = joins results of further samples; [ ] = remark or other dose. Rule for the calls: active = growth percent below 10; inactive = the rest. Rows are unselected; about 11% have a hit in one of these screens.

The line under a structure holds: OVCAR-8, OVCAR-4, DU-145, OVCAR-5, SK-OV-3, SF-295, U251, OVCAR-3, PC-3
1	COc1ccc(C(=O)/C=C/c2ccccc2)cc1S(=O)(=O)NNC(=O)c1ccncc1
 : 96, 102, 105, 105, 104, 103, 85, 92, 92
2	CCCCCCCCCCCCCCCCCCNC(=O)[C@H]1CSC(c2cccs2)N1 (stereo not given in full)
 : -23*, 42, 53, -54*, 40, 66, -84*, -17*, 39
3	CCOC(=O)c1csc(NC(=O)c2ccc(N3CCCCC3)c([N+](=O)[O-])c2)n1
 : 98, 101, 104, 97, 88, 100, 100, 99, 93
4	O=C(O)Cn1c(O)c(/C=C2/C=c3cc4c(cc3=NC2=O)OCO4)sc1=S
 : 97, 101, 105, 100, 103, 99, 102, 102, 90
5	Fc1ccc(-c2cc(-c3ccco3)nc(OCCn3cncn3)n2)cc1
 : 104, 104, 111, 104, 107, 93, 112, 105, 107
6	CC(C)(O)C(=O)O
 : 109, 105, 95, 100, 98, 103, 98, 109, 98
7	CCN1CCN(C(C(=O)NC2CCCCC2)c2ccc(Cl)cc2)C(=O)c2ccccc2C1=O (stereo not given)
 : 95, 99, 110, 108, 103, 98, 87, 113, 81
8	N#Cc1c(-c2ccccc2)cc(-c2ccccc2)n(CCC(=O)NO)c1=O
 : 104, 100, 105, 106, 120, 99, 97, 101, 99
9	CC(O)CC(O)CC1CCCO1 (stereo not given)
 : 96, 108, 127, 95, 108, 104, 103, 125, 94
10	N=C(N)c1ccc(NCCNc2ccc(C(=N)N)cc2)cc1
 : 92, 110, 106, 95, 133, 66, 90, 110, 123
11	CC(C)(C)OC(=O)NCC(=O)NCC(=O)NCC(=O)OCc1ccccc1
 : 97, 98, 109, 94, 102, 101, 95, 106, 95
12	CCOC(=O)C(Cc1ccc(C)cc1)(NC(C)=O)C(=O)OCC
 : 109, 113, 106, 91, 92, 76, 100, 114, 111
13	CC1(C)C=Cc2c(ccc3c2[N+]([O-])=C2C(C)(C)[C@H]4C[C@]56CCCN5C(=O)[C@@]4(C[C@@]23O)NC6=O)O1
 : 105, 101, 106, 103, 106, 100, 107, 97, 103
14	C/C(=N\N=C1\SCC(=O)N1c1cc(C)ccc1Cl)c1cc2ccccc2oc1=O
 : 92, 92, 101, 94, 79, 87, 88, ., 69
15	N=Nc1nc(Nc2[nH]c3ccccc3c2O)n[nH]1
 : 100, 107, 108, 102, 112, 106, 104, 106, 94
16	C#CCOc1nc(C)cc(C)c1C#N
 : 102, 100, 104, 95, 101, 104, 98, 110, 140
17	CCOC(=O)c1[nH]c(C=O)c(C(=O)OCC)c1C
 : 102, ., 113, 110, 102, 108, 76, 108, 93
18	CCOC(=O)c1ccc2c(c1)ncn2-c1cccc(O)c1
 : 98, 92, 94, 102, 111, 94, 76, 105, .
19	CC(CCBr)CCN1C(=O)c2ccccc2C1=O (stereo not given)
 : 104, 82, 109, 97, 116, 100, 93, 107, 92
20	O=c1c2sc3ccccc3c2nc2c(-c3ccccc3)n[nH]n12
 : 95, 140, 111, 96, 110, 113, 94, 86, 82

Screen by screen, as entered above:
Entries 5 to 11 in OVCAR-3 read 105, 109, 113, 101, 125, 110, 106

The main list resumes; the 3 compounds before the break are reprinted first.
The line under a structure holds: OVCAR-8, OVCAR-4, DU-145, OVCAR-5, SK-OV-3, SF-295, U251, OVCAR-3, PC-3
18	CCOC(=O)c1ccc2c(c1)ncn2-c1cccc(O)c1
 : 98, 92, 94, 102, 111, 94, 76, 105, .
19	CC(CCBr)CCN1C(=O)c2ccccc2C1=O (stereo not given)
 : 104, 82, 109, 97, 116, 100, 93, 107, 92
20	O=c1c2sc3ccccc3c2nc2c(-c3ccccc3)n[nH]n12
 : 95, 140, 111, 96, 110, 113, 94, 86, 82
21	C/C(CC1(O)C(=O)Nc2ccccc21)=N\O (stereo not given)
 : 101, 95, 109, 99, 108, 99, 99, 106, 89
22	C#COc1cccc(Nc2ncnc3ncc(NC(=O)CCl)cc23)c1
 : 10[6.25 µM], 33[6.25 µM], 8.4*[6.25 µM], 32[6.25 µM], 53[6.25 µM], 33[6.25 µM], -73*[6.25 µM], -56*[6.25 µM], 21[6.25 µM]
23	O=C(/C=C1\C(=O)N(Cc2ccccc2)c2ccccc21)c1cc2ccccc2oc1=O
 : 98, 84, 104, 116, 109, 104, 98, 39, 91
24	C#CCOc1ccc(C(Nc2ccc(Cl)cc2)c2nnnn2C2CCCCC2)cc1 (stereo not given)
 : 93, 83, 94, 85, 98, 75, 87, 101, 75
25	CC(C)(C)CC(C)(C)c1ccc(OCCOCC[N+](C)(C)CC(=O)[O-])cc1
 : 105, ., 114, 102, 109, ., 98, 113, 104
26	COc1ccc(Nc2[nH]n3c(=O)cc(-c4ccccc4)nc3c2C(N)=O)c(OC)c1
 : 93, 106, 113, 76, 93, 106, 96, 102, 93
27	Cc1cccc(NC(=O)Nc2cccc(C)c2)c1
 : 103, 99, 99, 103, 100, 98, 103, 109, 92
28	Cc1cccc(Cl)c1NC(=O)Nc1ccc(C#N)cc1
 : 94, 94, 101, 106, 120, 72, 90, 103, 91
29	CCCCCCCC/C=C\CCCCCCCCOc1ccc(CC(=O)NCC[N+]2(C)CCCCC2)cc1
 : 85, 81, 96, 64, ., 95, 52, 100, 47
30	Cc1cc(C2(c3cc(C)c(O)cc3C)OS(=O)(=O)c3ccccc32)c(C)cc1O
 : 103, ., 119, 111, 101, 107, 78, 107, 87
31	O=c1[nH][nH]c(-c2ccccc2)c1-c1ccccc1
 : 110, ., 106, 107, 110, 83, 108, 113, .
32	O=C(Cc1nc2ccc(Cl)cc2[nH]c1=O)c1ccncc1
 : 69, 58, 65, 112, 101, 72, 79, 74, 46
33	CC(=O)Nc1cccc(OCC(=O)O)c1
 : 102, 104, 106, 100, 90, 99, 98, 105, 98
34	COc1cccc(C(=O)c2ccccc2NC(C)=O)c1
 : 105, 120, 105, 112, 97, 88, 102, 105, 76
35	CCOC(=O)Cc1cc(Br)c(OCc2ccccc2)c(Br)c1
 : 96, 95, 115, 85, 109, 92, 90, 113, 84
36	O=Cc1ccc(O)c2ncccc12
 : 9.0*, 5.7*, 42, 50, 98, 29, 25, -15*, 17
37	N#Cc1cc(-c2ccc(Cl)cc2)c(N)nc1N1CCOCC1
 : ., 101, 122, 77, 90, 106, 94, 108, 85
38	CC1CNC(=O)N1 (stereo not given)
 : 99, ., 113, 106, 96, 103, 99, 113, 90
39	CCN(CC)c1ccc(C#N)cc1
 : 97, 113, 109, 99, 105, 97, 95, 110, 94
40	COc1ccc(C2=CC(c3ccc(C)cc3Br)N3C=CSC3=N2)cc1OC (stereo not given)
 : 103, 94, 109, 97, 119, 92, 101, 114, 103

Continuation:
The line under a structure holds: OVCAR-8, OVCAR-4, DU-145, OVCAR-5, SK-OV-3, SF-295, U251, OVCAR-3, PC-3
41	Cc1nc(-c2ccc(Br)cc2)ccc1C(=O)N/N=C/c1ccccc1
 : 95, 100, 104, 112, 97, 96, 95, 112, 95
42	Cc1cc(C(=O)O)c(N)c(C)n1
 : 112, 102, 110, 111, 129, 111, 104, 110, 96
43	Cc1cccc(C)c1NC(=S)NC=C(C(N)=O)C(N)=O
 : 98, 103, ., 123, 108, 105, 93, 111, 94
44	CCN1CCN(c2nc3ccccc3c3c(=O)c4cc(F)ccc4sc23)CC1
 : 71, 63, 66, 80, ., 93, 47, 71, 78
45	CC(=O)C1=C(C)NC(=S)NC1c1ccccc1 (stereo not given)
 : 102&104, 109&112, 108&111, 98&103, 116&111, 93&100, 98&101, 109, 105&104
46	O=C1NC(=C(Cl)Cl)/C(=N/S(=O)(=O)N2CCCC2C2(C(F)(F)F)N=N2)N1 (stereo not given)
 : 102, 106, 115, 116, 109, 99, 102, 121, 101
47	CN1C(=O)C2(Nc3cc(Cl)ccc3-c3ccnn32)c2ccccc21 (stereo not given)
 : 95, 90, 99, 97, 105, 99, 98, 94, 87
48	Cc1ccccc1CCCCn1ccc(=O)[nH]c1=O
 : 111, 95, 99, 90, 114, 97, 106, 95, 87
49	COc1cc(C2CC(c3ccc(C)cc3)=Nc3c(N)nc(N)nc3N2)ccc1Oc1nc(NCCO)nc(N2CCOCC2)n1 (stereo not given)
 : 96, 92, 103, 104, 106, 110, 91, 94, 91
50	COc1ccc(N(Cc2cc(OC)c(OC)c(OC)c2)C2OC(=O)c3ccccc32)cc1 (stereo not given)
 : 22, 63, 26, 66, 13, 16, 19, -18*, 25
51	Cc1ccccc1NC(=O)c1sc2nc(C)c(C(C)O)cc2c1N (stereo not given)
 : 58, 93, 82, 88, 47, 39, 29, 28, 61
52	CCc1ncnc2c1ccn2C(C)c1ccc(OC)c(F)c1 (stereo not given)
 : 49, 55, 82, 88, 54, 36, 35, 35, 54
53	Nc1ccc(Nc2nccc(-c3ccc4ccccc4c3)n2)cc1
 : 48, 56, 67, 69, 61, 65, ., 47, 59
54	O=C(NC1CCN(Cc2ccccc2C(F)(F)F)C1=O)c1cc(C(F)(F)F)ccc1O (stereo not given)
 : 98, 99, 95, 98, 99, 96, 93, 103, 90
55	O=C(C1=Cc2cc3ccccc3n2Cc2cnnn21)c1ccc(F)cc1
 : 99, 95, 98, 115, 95, 98, 98, 104, 92
56	CN1CCN(C(=O)[C@@]2(C)CC[C@]3(C)CC[C@]4(C)C(=CC[C@@H]5[C@@]6(C)CC[C@H](OC(=O)c7cccnc7)C(C)(C)[C@@H]6CC[C@]54C)[C@@H]3C2)CC1
 : 60, 35, 79, 79, 79, 68, -70*, 81, 47
57	COc1ccc(Nc2cc(C)nc(N)n2)cc1
 : 104, 103, 116, 106, 104, 114, 104, 186, 97
58	COc1ccc(NC(=S)/N=C2\NN=C(c3ccccc3)CS2)cc1
 : 98, 111, 104, 98, 115, 94, 97, 106, 97
59	COc1nc(N=[N+]=[N-])nc(-c2c(OC)ccc3ccccc23)n1
 : 88, 83, 107, 118, 72, 98, 96, 90, 84
60	O=C(c1ccc(Cl)cc1Cl)N1CCOCC1
 : 104, 99, 109, 96, 98, 140, 105, 109, 96

More structures.
The line under a structure holds: OVCAR-8, OVCAR-4, DU-145, OVCAR-5, SK-OV-3, SF-295, U251, OVCAR-3, PC-3
61	O=C1N[C@@H](Cc2c[nH]c3cc(-n4cc(C[C@@H]5NC(=O)[C@@H]6CCCN6C5=O)c5ccccc54)ccc23)C(=O)N2CCC[C@@H]12
 : 103, 105, 107, 91, 104, 107, 105, 100, 94
62	CCOc1nc(-c2ccccc2)cc2c(O)c(C(=O)NCCCO)[nH]c(=O)c12
 : 108, 103, 100, 92, 85, 77, 100, 93, 46
63	COC(=O)C(c1ccccc1)C(Cl)(Cl)Cl (stereo not given)
 : 86, 102, 120, 86, 103, 137, 91, 106, 110
64	CNS(=O)(=O)c1ccc2c(c1)[nH]c(=S)n2C
 : 102, 112, 110, 90, 103, 93, 106, 115, 105
65	NC(=S)N/N=C/c1ccccc1S(=O)(=O)O
 : 99, 109, 109, 100, 90, 95, 93, 111, 92
66	Cc1ccc(Cl)cc1NC(=O)N/C(N)=N/c1nc2ccccc2s1
 : -51*, -35*, -35*, -29*, -26*, -50*, -44*, -68*, 3.0*
67	O=c1c2c(cc3c(O)[nH]c(=S)n13)-c1cc(Cl)ccc1N=2
 : 98, 98, 108, 96, ., 110, 101, 99, 101
68	Cc1cc2cccc3c2n1CCC3N1CCCC1=O (stereo not given)
 : 107, 106, 105, 98, 99, 91, 99, 112, 95
69	Cc1[nH]cnc1/C=C1\SC(N2CCOCC2)=NC1=O
 : 109, ., 114, 108, 116, 105, 109, 125, 102
70	CN(C)CCNC(=O)c1cc2c3cc(Cl)ccc3[nH]c2c2ncccc12
 : 19, 34, 7.6*, 33, 46, 22, 12, 0.2*, 22
71	C=CCOC(=O)C1CC=CCC1C(=O)OCC=C (stereo not given)
 : 103, 106, 113, 101, 105, 102, 96, 107, 92
72	CCCCC1=C(P(=O)(O)O)N[C@H](C(=O)OCC)CS1
 : 93, 91, 110, 85, 94, 90, 91, 100, 95
73	Cc1cc2nc3c4ccccc4n(CCC(=O)NCCN4CCOCC4)c3nc2cc1C
 : 97, 95, 94, 99, 91, 96, 102, 96, 90

One compound at a time, from the list above:
Cc1[nH]cnc1/C=C1\SC(N2CCOCC2)=NC1=O reads OVCAR-8: 109; OVCAR-4: .; DU-145: 114; OVCAR-5: 108; SK-OV-3: 116; SF-295: 105; U251: 109; OVCAR-3: 125; PC-3: 102
O=c1c2c(cc3c(O)[nH]c(=S)n13)-c1cc(Cl)ccc1N=2 reads OVCAR-8: 98; OVCAR-4: 98; DU-145: 108; OVCAR-5: 96; SK-OV-3: .; SF-295: 110; U251: 101; OVCAR-3: 99; PC-3: 101
